Screening data deposited in PubChem by several laboratories.
LMPTP block: LMPTP (human) inhibition. hit rate 0.22% among 360,000. recombinant LMPTP-A, OMFP fluorogenic substrate, fluorescence intensity. P24666. inhibition, % at 20 µM. AID 651560;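 active = compounds that cut the enzyme signal by at least half of the control window in the single-dose screen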;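 note: plate controls were DMSO wells with enzyme plus substrate for no effect and substrate without enzyme for full effect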
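material = LMPTP-A | quantity = 0.625 nM enzyme | reagent = OMFP substrate, 400 µM final | buffer or medium = Bis-Tris pH 6.0, DTT, detergent | detection = endpoint fluorescence intensity from OMFP dephosphorylation | dosing = single 20 µM dose | read-out basis = % inhibition relative to no-enzyme and uninhibited control wells | control set = no-enzyme and uninhibited controls | timing = 50 min at room temperature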
Scp-1 inhibitor: inhibitors of human Scp-1 phosphatase. hit rate 0.88% among 340,000. inhibition, % at 20 µM. Recombinant Scp1, phosphopeptide, malachite green phosphate absorbance. AID 493091. Q9GZU7;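 active = inhibition above about 50% at 20 µM, limit read from the data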;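 note: plate controls were DMSO wells with enzyme for no effect and wells lacking enzyme for full effect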
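assay system = SCP-1 phosphatase catalytic domain, residues 76-261 | buffer or medium = 50 mM Tris acetate pH 5.5, 0.005% Tween-20, 10 mM MgCl2 | incubation = enzyme reaction 45 min at room temperature, colour 5 min, stabilisation 30 min | signal = Phosphate-binding colour reagent, absorbance read at 630 nm | measure = % inhibition at 20 µM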
STEP block: STEP (human) phosphatase inhibition | inhibition, % at 20 µM | hit rate 0.25% among 360,000 | recombinant STEP, OMFP fluorogenic substrate, fluorescence;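 active = inhibition at 20 µM, scaled per plate between control wells, above about 37%, limit read from the data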;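 note: 0% = DMSO with enzyme and substrate and 100% = substrate only without enzyme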
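Also added – OMFP at 25 µM · Test system – STEP tyrosine phosphatase · Technique – FITC-channel fluorescence of OMFP product · Schedule – 20 min at room temperature, dark · Evaluation – control-normalized % inhibition with plate pattern correction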
DNMT1 inh: inhibitors of human DNMT1; P26358; DNMT1 molecular beacon, Hinp1I cleavage, fluorescence; inhibition (reported as % activation of signal), % at 10 µM; hit rate 0.83% among 360,000; AID 588458; in the data active = inhibition above about 50%
CSN inh: CSN deneddylation inhibition; Q92905; Purified CSN, SCF-Nedd8-OG deneddylation, fluorescence polarization; inhibition, % at 12.5 µM; hit rate 0.38% among 360,000; AID 651999;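 active = pattern-corrected inhibition above about 35%, with an unprinted fluorescence ratio check between 0.5 and 1.5, limit read from the data, passing the limit was not always enough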;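 note: 0% = enzyme with substrate and 100% = substrate without enzyme; some results filed as inactive read as strong as hits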
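Detection – fluorescence polarization · System – HEK293T-derived human Csn5 enzyme · Controls – substrate-only high control, full reaction low control · Timing – 90 min, room temperature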
Rpn11 block: Rpn11 (human) deubiquitinase inhibition; O00487; human 26S proteasome, Ub4-pepOG fluorescence polarization; 20S core pre-blocked with epoxomicin; calls only at 20 µM; hit rate 0.59% among 360,000;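 active = inhibition at 20 µM, scaled to each plate's controls, above about 33%, limit read from the data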
Target sequence (O00487 whole entry, looked up): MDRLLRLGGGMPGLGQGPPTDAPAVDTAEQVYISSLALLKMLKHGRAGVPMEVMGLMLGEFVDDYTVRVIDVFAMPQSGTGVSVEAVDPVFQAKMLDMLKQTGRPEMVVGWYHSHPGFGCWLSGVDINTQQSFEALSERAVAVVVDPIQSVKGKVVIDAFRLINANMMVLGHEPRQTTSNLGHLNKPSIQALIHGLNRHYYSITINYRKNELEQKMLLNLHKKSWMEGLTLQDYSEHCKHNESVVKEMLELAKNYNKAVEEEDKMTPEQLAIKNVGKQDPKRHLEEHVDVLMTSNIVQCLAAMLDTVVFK
SUMO1-SIM PPI: modulators of human SUMO1-mediated protein-protein interactions | SUMO1 binding to a labelled peptide, TR-FRET, 1 h | inhibition, % at 20 µM | hit rate 0.33% among 360,000 | P63165 | AID 602429; in the data active = inhibition above about 37%
Target sequence (P63165 whole entry, looked up): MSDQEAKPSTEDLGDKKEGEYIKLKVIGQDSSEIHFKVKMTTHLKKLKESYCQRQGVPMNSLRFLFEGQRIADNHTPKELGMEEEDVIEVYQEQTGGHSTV
NadD inh: blocks S. aureus nicotinate mononucleotide adenylyltransferase | AID 602399 | inhibition, % at 20 µM | purified NadD enzyme, colorimetric absorbance read-out | hit rate 0.78% among 360,000; in the data active = inhibition above about 26%; note: some compounds past the cut are filed as inactive
TbMetRS inhib: Trypanosoma brucei MetRS inhibition; purified T. brucei MetRS, ATP depletion, Kinase-Glo luminescence; inhibition, % at 11.9 µM; hit rate 0.4% among 360,000; AID 624268;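 active = inhibition above a per-plate cutoff of the control wells' mean inhibition plus 3 SD, cut at about 5.5% in these data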;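 note: 0% = DMSO wells median and 100% = median of wells with control inhibitor compound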
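Material: T. brucei methionyl-tRNA synthetase, purified; reagent: substrates ATP, L-methionine and bulk Escherichia coli tRNA; dosing: 11.9 µM single point; timing: 15 min plus 2 h at 25 °C; detection: luminescence of leftover ATP; evaluation: % inhibition; control set: DMSO-only wells as low control; replicates: singlicate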
MLLE-PAM2 inh: blocks PAM2 peptide binding to the PABP1 MLLE domain; P11940; GST-MLLE / FITC-PAM2 fluorescence polarization; inhibition, % at 20 µM; hit rate 0.36% among 360,000; AID 588489; in the data active = inhibition above about 35%, passing the limit was not always enough;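 note: plate controls were DMSO wells with GST-MLLE for no effect and wells lacking GST-MLLE protein for full effect; some results filed as inactive read as strong as hits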
Target sequence (P11940 whole entry, looked up, the tested form may be a part): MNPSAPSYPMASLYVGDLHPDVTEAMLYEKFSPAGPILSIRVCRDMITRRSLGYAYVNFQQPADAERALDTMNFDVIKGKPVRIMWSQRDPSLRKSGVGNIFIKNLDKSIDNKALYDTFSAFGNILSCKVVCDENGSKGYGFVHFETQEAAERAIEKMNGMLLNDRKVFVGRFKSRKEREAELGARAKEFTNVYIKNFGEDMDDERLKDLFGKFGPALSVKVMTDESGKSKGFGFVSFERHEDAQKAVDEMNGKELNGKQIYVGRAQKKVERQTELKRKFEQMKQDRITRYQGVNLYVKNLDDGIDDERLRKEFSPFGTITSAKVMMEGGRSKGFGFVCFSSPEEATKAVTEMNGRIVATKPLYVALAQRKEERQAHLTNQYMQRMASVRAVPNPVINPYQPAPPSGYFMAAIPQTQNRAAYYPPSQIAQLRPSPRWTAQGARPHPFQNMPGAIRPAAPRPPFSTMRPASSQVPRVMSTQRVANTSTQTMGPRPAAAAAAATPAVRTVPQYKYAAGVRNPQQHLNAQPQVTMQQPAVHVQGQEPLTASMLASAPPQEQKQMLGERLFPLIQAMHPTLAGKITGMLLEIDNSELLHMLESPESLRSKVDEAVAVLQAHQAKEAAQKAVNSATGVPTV
Starred values were filed as active, the others as inactive; i = inactive; x = no result given.

Order of results – LMPTP block, Scp-1 inhibitor, STEP block, DNMT1 inh, CSN inh, Rpn11 block, SUMO1-SIM PPI, NadD inh, TbMetRS inhib, MLLE-PAM2 inh
O=C(CSc1ncccc1-c1nc2ccccc2[nH]1)Nc1ccc2c(c1)OCCO2
→ 0.3, -2, -3, -7, 8, i, 2, 9, -0.3, -25
CCCCCCN1C[C@H](n2cc(-c3ccc(F)cc3)nn2)[C@@H](O)C[C@@H]1c1ccccc1
→ 1.0, x, -1, 0, -3, i, 4, 4, -1.2, 3
Cc1cccc(NC(=O)c2ccc(S(=O)(=O)N3CCC(C)CC3)cc2)n1
→ 1.0, 11, 1, 2, -2, i, 0, -5, -0.3, 4
CCCC[N+](CC#Cc1ccccc1)(CCCC)CCCS(=O)(=O)[O-]
→ 2.7, 5, 1, 5, -12, i, 3, 0, -1.0, 5
COc1ccc(-c2csc(C(O)c3ccc(F)c(F)c3)n2)cn1 (stereo not drawn)
→ 1.5, x, -5, 1, 2, i, -5, -4, -0.1, -17
COc1ccc(NC(=O)CSc2nc(O)cc(=O)n2-c2ccccc2)cc1
→ 0.5, -2, -2, 1, -1, i, 0, 0, 0.0, 23
CC(=O)N1CCN(S(=O)(=O)c2cccc(C(=O)OCC(=O)N(Cc3ccccc3)C(C)(C)C)c2)CC1
→ 1.2, 1, -1, 1, 0, i, 26, -1, -0.2, 6
CCCC[C@@H]1CNCCN1CC1(c2ccccc2)CC1
→ -4.3, -4, -1, 1, 2, i, 3, -6, -0.2, 3
CCc1c(C2(O)CCCCC2)[nH]c2ccc(C#N)cc12
→ 1.1, -2, -4, 1, -5, i, 3, -3, -0.1, 7
Cc1ccc(S(=O)(=O)c2nnn3c2nc(NC2CCN(Cc4ccccc4)CC2)c2ccccc23)cc1C
→ 29, 2, 10, -2, 0, i, -34, 38*, -0.2, -5
COc1ccc(NC(=O)CCN2C(=O)[C@@H]3[C@H](C2=O)[C@H]2C=C[C@@H]3C2)cc1
→ 1.9, -11, 0, -2, -1, i, 0, -1, 0.3, 4
c1ccc(CCCc2nc(-c3cccnc3)no2)cc1
→ 1.3, -11, 0, 0, -1, i, 3, 2, -0.6, -1
Cc1cc2c(ncn2C)c(NS(=O)(=O)c2ccc(F)cc2)c1C
→ -0.7, -7, 1, -1, 4, i, 4, 4, -0.1, -2
COc1ccc(NC(=O)/C(Cl)=C(/Cl)S(=O)(=O)Cc2ccc(C)cc2)cn1
→ -0.4, -7, 5, 46, 10, i, 11, 2, -0.8, -37
O=C(c1ccccc1)c1ccc(OCC(=O)N2CCOCC2)cc1
→ -3.2, -5, 2, -3, 11, i, -3, 7, -0.3, -11
Cc1ccc(S(=O)(=O)Oc2ccc(/C=C3/C(=N)N4C(=NC3=O)SN=C4S(C)(=O)=O)cc2)cc1
→ 1.1, -7, 4, -8, 7, i, 3, 10, 0.3, -4
CCc1ccc(C2NC(c3ccc(CC)cc3)C([N+](=O)[O-])C(C)(C)C2[N+](=O)[O-])cc1 (stereo not drawn)
→ 1.6, 5, 4, -1, 3, i, -3, 0, -0.2, -8
C=CCNC(=S)Nc1sc2c(c1C(N)=O)CCCC2
→ -2.1, -7, 6, -4, -1, i, 1, 4, 0.2, 19
COC(=O)C1(C(=O)OC)C[C@H](c2ccc(OC)cc2)N(Cc2ccccc2OC)[C@@H]1c1ccccc1
→ 1.2, x, x, x, 0, x, -1, x, -0.9, x
Cc1noc(C)c1S(=O)(=O)N(C)C[C@H]1Oc2c(NC(=O)NC3CCCCC3)cccc2C(=O)N([C@H](C)CO)C[C@@H]1C
→ -0.2, -7, 3, 0, 0, i, 2, 5, 0.2, -6
O=C(Nc1ccccc1)N1CCN2C(=O)c3ccccc3C12c1ccccc1 (stereo not drawn)
→ 0.1, -2, 2, -4, 4, i, -2, 1, 3.6, 1
COc1cccc(C(=O)C2CCCN(Cc3cccn3-c3ccccn3)C2)c1 (stereo not drawn)
→ 0.3, 7, -1, 0, -3, i, 0, 4, 0.1, -5
CCOC(=O)N1CCC(NC(=O)CN(C)S(=O)(=O)c2cc3c(cc2Cl)NC(=O)CO3)CC1
→ 0.1, 0, 0, -2, -3, i, 1, 0, 0.5, 5
CCC(C)C(NC(=O)OC(C)(C)C)C(=O)NC(CC(C)C)C(N)=O (stereo not drawn)
→ 0.8, 6, 0, 3, -4, i, 2, 5, 0.9, -5
O=C(Nc1nc2cc3c(cc2s1)OCO3)C1CCCCC1
→ 2.6, -5, 0, -2, 4, i, 14, -5, -0.1, 0
Cc1cccc([C@H]2[C@@H]3C=CC[C@@H](C)[C@@H]3C(=O)N2Cc2ccccc2)c1
→ 2.6, -1, 1, 11, -2, i, 1, -1, 1.0, -3
O=C(NCc1csc(-c2ccccc2)n1)c1cc(F)cc2c1OCOC2
→ 1.2, -2, -2, -6, 0, i, -4, -2, -0.7, -13
COC(=O)C1C2C=CC3(CN(c4cccc(Cl)c4)C(=O)C13)O2 (stereo not drawn)
→ -0.4, -4, -2, 1, 4, i, 4, -1, 0.0, -3
CCOc1cc(NC(=O)c2ccccc2C)c(OCC)cc1NC(=O)C1=Cc2ccccc2OC1
→ 0.6, -5, 0, 20, 0, i, -3, -3, -0.1, -4
Oc1ccc(/C=N/Nc2ccc(Cl)nn2)cc1O
→ -0.2, -7, 0, 6, 1, i, -22, -6, -0.7, 5
Cc1ccc(S(=O)(=O)NC(=O)NCCCCNC(=O)NS(=O)(=O)c2ccc(C)cc2)cc1
→ -8.9, -2, -2, -1, -6, i, 0, 5, -0.2, 8
Cc1cccc(N(CC(=O)NC2CCCCC2)C(=O)c2c(C)noc2C)c1
→ -0.6, -9, -3, -4, -2, i, -4, 3, 0.0, 8
O=C(c1ccccc1OCc1ccccc1Br)N1CCN(c2ncccn2)CC1
→ -0.1, -5, -1, -1, 8, i, 1, -3, -0.9, -2
Cc1cccc(-c2noc(CCCC(=O)NC3CCCC3)n2)c1
→ 0.6, -1, -1, -4, -2, i, 2, 2, -0.1, 6
O=C(CC(C(=O)O)c1ccc(Cl)cc1)c1ccc(Cl)c(Cl)c1 (stereo not drawn)
→ 1.7, -12, 0, 2, -3, i, 5, 1, 0.5, 5
Fc1ccccc1/C=N/Nc1nc2ccccc2o1
→ -1.5, 3, 0, 7, 2, i, -8, 0, 1.4, -7
CCc1nn(CCCC(=O)NC(C)c2ccccc2)c(=O)c2cc3occc3n12 (stereo not drawn)
→ 3.4, -5, 1, 4, 0, i, 7, -2, -0.6, 10
CC(C)(C)c1nnc2sc(SCC(=O)N3CCc4ccccc43)nn2c1=O
→ -1.8, 1, 5, -1, -8, i, 3, -3, -0.7, 11
COc1cc2c(O)cc(C(=O)O)c(-c3cc(OC)c(OC)c(OC)c3)c2cc1OC
→ -1.3, -2, -1, 1, 1, i, 3, 2, -0.3, 5
CC1CCCCN1C(=O)c1cc(S(=O)(=O)N2CCOCC2)ccc1Cl (stereo not drawn)
→ -0.3, -5, -3, 2, -4, i, 3, 0, 0.1, -2
CC1(C)CN(C(Cc2ccccc2)C(N)=O)C1=O (stereo not drawn)
→ -1.0, -13, -3, -1, 2, i, 0, -3, 0.0, -2
CC1=C(CCN2CCN(C3CCCC3)C(CCO)C2)C(C)(C)CCC1 (stereo not drawn)
→ 0.1, 0, -4, -2, -3, i, -1, -4, -0.7, 0
CCOc1cc(/C=C2\CCCc3c2nc2ccccc2c3C(=O)O)ccc1OC
→ -5.7, -7, -50, 61*, -18, i, 8, -4, -0.6, i
CCOC(=O)c1c(-c2ccc(F)cc2)csc1NC(=O)c1c(-c2ccccc2)noc1C
→ 1.9, -18, 1, 6, -7, i, -3, -2, 0.6, 1
O=C(COC(=O)c1cncc(Br)c1)NCc1ccco1
→ 9.0, 88*, 14, 102*, 32, i, 63*, 3, -0.1, 7
Cc1ccccc1CSCC(=O)NCCSc1ccccn1
→ -0.6, -9, 2, -1, 7, i, 49*, -6, -0.2, 2
CC(NCCc1ccc(S(N)(=O)=O)cc1)C(=O)NCCc1ccc(F)cc1 (stereo not drawn)
→ -1.5, -10, 1, 0, -2, i, -1, 0, -0.3, 3
CC1CCC(NC(=O)Cn2cc3c(n2)CCCC3)CC1 (stereo not drawn)
→ -2.9, 3, -1, 0, 0, i, 0, 1, 1.8, 15
O=C1NC[C@@H](CCCCN2C[C@H](Cc3ccccc3)N(Cc3ccccc3)C(=O)C2=O)N(Cc2ccccc2)C1=O
→ -1.7, x, x, x, -6, x, 2, 14, -0.4, x
CC(C)(C)NC(=O)C(c1ccncc1)n1c(=O)c(-c2ccccc2)nc2ccccc21 (stereo not drawn)
→ -1.2, x, x, x, 1, x, -14, x, -0.8, x

Following part:
Order of results – LMPTP block, Scp-1 inhibitor, STEP block, DNMT1 inh, CSN inh, Rpn11 block, SUMO1-SIM PPI, NadD inh, TbMetRS inhib, MLLE-PAM2 inh
CN(C)S(=O)(=O)c1cccc(NC(=O)c2ccc(N3CCOCC3)c([N+](=O)[O-])c2)c1
→ 0.4, -6, -2, -2, 2, i, -13, 0, 0.0, 7
CCCNC(=O)N1C[C@H](O)COC[C@@H]2O[C@@H](CC(=O)NCCCN3CCOCC3)CC[C@H]21
→ -2.9, x, x, x, -1, x, 4, x, -0.8, x
COCCN(Cc1cc2cc3c(cc2nc1Cl)OCO3)C(=O)Nc1ccc(OC)cc1
→ -0.7, -6, 9, -1, 3, i, 2, 1, -0.3, 14
CC(OC(=O)c1cccc(S(=O)(=O)N2CCCCCC2)c1)C(=O)Nc1ccc(S(N)(=O)=O)cc1 (stereo not drawn)
→ 1.2, -9, 0, -8, -5, i, 0, -3, -0.4, -15
O=C(Cn1c(=O)c2cccn2c2ccccc21)NCCc1ccc(Cl)cc1
→ 6.0, -1, 0, 22, 2, i, -30, -1, 0.3, -1
COC(=O)/C=C/C1=CN(Cc2ccccc2)CCC1=O
→ 0.4, 6, -2, -2, -7, i, -3, -1, -0.5, 3
CC1(C(=O)NS(=O)(=O)c2cccc(F)c2)CCN1C(=O)Cc1ccc(Cl)cc1Cl (stereo not drawn)
→ -2.8, x, 0, 5, 7, i, 3, -1, -0.2, -5
O=C1C=C(c2ccc(F)cc2OCc2ccccc2)C[C@@H](c2ccc(F)cc2)C1
→ 4.7, -4, 4, 13, 6, i, -3, 3, 0.5, 5
Nc1cc(=O)nc(SCC(=O)NC2CCCCC2)n1-c1ccccc1
→ -1.4, -4, -1, 14, 3, i, -1, 1, -0.4, 16
CC(=O)OCCN(CCCn1c(-c2ccncc2)nc2ccccc21)c1nc(CN2CCCCC2)cs1
→ 1.0, -4, 0, -1, 0, i, 8, -2, -0.3, 1
